# High-throughput results from PubChem BioAssay.
# P. falciparum M1AAP: P. falciparum M1AAP inhibitors, biochemical, fluorogenic H-Leu-NHMec substrate, 1536-well (AID 1445); recombinant M1AAP, H-Leu-NHMec fluorogenic kinetic assay; higher % means a stronger effect; hit rate 0.42% among 220,000; one-dose inhibition, % at 30 µM; IC50 in µM for titrated hits;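 active = primary inhibition above the hit cutoff, then over 50% inhibition at one or more dose response concentrations, cut at about 23% in these data, passing the limit was not always enough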;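 also: plate controls were DMSO full reaction for no effect and no enzyme background for full effect; strong numbers were not always called active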
# LYP phosphatase: PTPN22 lymphoid phosphatase activity blockers – biochemical, fluorescence intensity, uHTS (AID 1779) | recombinant LYP phosphatase, fluorescence intensity; higher % means a stronger effect | one-dose inhibition, % at 11.5 µM; IC50 in µM for titrated hits | hit rate 0.054% among 290,000;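 also: plate controls were vehicle with enzyme for no effect and no enzyme for full effect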
# XIAP displacement: small molecules displacing peptide from XIAP – biochemical, IAP family, fluorescence polarization (AID 1018); XIAP BIR domain, fluorescence polarization peptide displacement; higher % means a stronger effect; displacement, % at 20 µM; hits with a dose series show IC50 in µM; hit rate 0.007% among 200,000; in the data active = displacement above about 50%; also: a part of the inactive calls stands beside numbers as strong as those of hits
# human PMI inhibitors: human PMI inhibitors, high substrate, primary screen, biochemical, fluorescence intensity, high mannose 6-phosphate (AID 1220). hit rate 0.66% among 190,000. inhibition, % at 20 µM, or IC50 in µM where a hit was titrated. recombinant PMI enzyme, coupled fluorescence intensity; higher % means a stronger effect
# M17LAP inhibition: P. falciparum M17LAP inhibitors, primary screen, biochemical, fluorogenic H-Leu-NHMec substrate, 1536-well (AID 1619) | hit rate 0.38% among 220,000 | recombinant M17LAP, H-Leu-NHMec fluorogenic kinetic assay; higher % means a stronger effect | inhibition, % at 30 µM; hits with a dose series show IC50 in µM;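 active = compound inhibiting the enzyme by more than half at any dose during confirmatory dose-response retesting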;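 also: plate controls were full reaction with DMSO carrier for no effect and no enzyme background for full effect; strong numbers were not always called active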
# WT yeast gro inh: growth inhibition of WT yeast, mitochondrial fusion screen; inhibition, % at 10 µM; mitochondrial fusion phenotypic screen, WT strain; AID 1362; hit rate 2.1% among 190,000; in the data active = inhibition above about 58%; tested in S. cerevisiae
# Yfh1-off respiration: enhancers of respiration in Yfh1-depleted yeast, dose response, Friedreich's ataxia, plus single-dose screen (AID 1465); one-dose fold induction at 50 µM; EC50 in µM for titrated hits; hit rate 0.074% among 220,000; S. cerevisiae Yfh1-off respiration, WST-1 reduction, 72 h; higher fold induction means a stronger effect;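 active = fold induction of absorbance versus untreated yeast above a set limit, then at least 30% activation at any dose in follow-up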;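 also: activators that raise dye reduction in frataxin-depleted yeast; strong numbers were not always called active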
# TNAP activators: stimulation of alkaline phosphatase TNAP activity – biochemical, luminescent, no phosphate acceptor, uHTS, primary screen (AID 1001). purified TNAP, luminescent activation assay, no phosphate acceptor; higher activation fold means a stronger effect. one-dose activation fold at 20 µM; EC50 in µM for titrated hits. hit rate 0.03% among 200,000; in the data active = activation fold from about 3, or a potency from the dose series; inactive = the rest, 99 in 100 with activation fold below about 1.6; also: many of its hits are not listed in these tables
# human PMI inhibition: MPI enzyme activity inhibition – biochemical, fluorescence intensity, coupled assay, primary screen (AID 1209). purified PMI enzyme, coupled fluorescence intensity; higher % means a stronger effect. inhibition, % at 20 µM; hits with a dose series show IC50 in µM. hit rate 0.42% among 190,000;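 also: plate controls were DMSO vehicle for no effect and wells lacking substrate for full effect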
# WT yeast gro inh mutant strain: further read-out of WT yeast gro inh, marked with its call; inhibition, %; mitochondrial fusion phenotypic screen, mutant strain inhibition
# * = called active by the depositor; i = inactive; / = not tested or not shown. Rule as the data show it, unless noted: active = inhibition above about 50%; inactive = the rest.
SMILES,P. falciparum M1AAP,LYP phosphatase,XIAP displacement,human PMI inhibitors,M17LAP inhibition,WT yeast gro inh,WT yeast gro inh mutant strain,Yfh1-off respiration,TNAP activators,human PMI inhibition
COc1ccccc1NNC(=O)c1cccnc1Oc1ccccc1,3%,-3%,/,/,3%,/,/,i,/,/
CC(C)N1CCc2c(sc(NC(=O)c3nc4ccccc4s3)c2C(N)=O)C1,17%,3%,-5.1%,0%,3%,8,-2,i,1,-27%
CCc1cc(-c2n[nH]c(=S)n2CC(C)C)cs1,5%,5%,-13%,2%,27%,66*,-0.2*,i,0.8,-4%
Cc1occc1C(=O)n1cnc2ccccc21,10%,-11%,-7.7%,-3%,-4%,4,-5,i,1.1,-1%
O=C(Nc1ccc(Cn2cccn2)cc1)c1ccc(COc2ccc(Br)cc2)cc1,1%,-4%,30%,-4%,-2%,-5,-8,i,1.1,-1%
CCOC(=O)C1CCC(CNCc2ccccc2C)CC1 (stereo not given),13%,-2%,-3.1%,2%,9%,-22,3,i,1.1,2%
COc1ccc(C)cc1NC(=O)c1ccc(N(C)S(C)(=O)=O)cc1,-1%,-4%,-6.4%,-2%,2%,1,3,i,1,3%
CCn1c(SCC(=O)OC)nnc1-c1ccccc1,3%,3%,-5.5%,-12%,-1%,0,6,i,1.1,-7%
Cc1cc(-c2csc(N)n2)c(C)n1-c1ccccc1,2%,-10%,-4.1%,-61%,12%,23,7,i,1.1,-52%
Cn1ccnc1C(O)(c1ccccc1)c1nccn1C,0%,-5%,/,/,3%,/,/,i,/,/
COc1cc(/C=N/NC(=S)Nc2cccc(C(=O)O)c2)ccc1O,14%,-4%,-11%,11%,56%,-2,-3,i,0.9,19%
O=C(NCCCN1CCOCC1)C(=O)NCc1ccco1,/,-10%,-1.3%,1%,/,-3,-11,i,1,4%
Cc1nn(CC(=O)N2CCN(Cc3ccccc3)CC2)c(=O)c2ccccc12,-6%,-9%,-2.2%,-14%,5%,6,-5,i,1.1,-4%
CN1CC(=O)N/C1=N\C(=O)Nc1ccc2c(c1)N(C)C(=O)CS2,-2%,-6%,-0.5%,10%,15%,17,8,i,1.2,13%
CCOC(=O)c1[nH]c(C)c(C(=O)Nc2ccc(C)c(Cl)c2)c1C,2%,-1%,-6.8%,2%,-3%,1,-5,i,1,-12%
Cc1ccc(C)c(-c2cc(C(=O)Nc3sc(C)c(C)c3C(N)=O)c3ccccc3n2)c1,3%,6%,-4.5%,14%,-6%,6,7,i,1,11%
Cc1cccc2nc(CSc3nc4[nH]ncc4c(=O)n3-c3ccccc3Cl)cc(=O)n12,5%,-8%,-3.1%,6%,7%,0,-26,i,1.1,1%
O=C(NCc1ccco1)Oc1ccccc1,3%,0%,-5.2%,-2%,-3%,19,9,i,1.1,-1%
CC(NC(=O)NC(N)=O)(C(F)(F)F)C(F)(F)F,2%,-7%,-0.5%,-5%,7%,15,-2,i,1.1,0%
Cn1c(=O)oc2cc(S(=O)(=O)N3CCOCC3)ccc21,0%,-3%,-2.0%,-8%,1%,-1,3,i,1.1,0%
NC(=O)c1ccc(NC(=O)COC(=O)C2(c3ccccc3F)CCCC2)cc1,3%,4%,-5.4%,7%,-8%,11,-4,i,1.1,7%
O=C1CCc2cc(S(=O)(=O)N3CCC(C(=O)Nc4nccs4)CC3)ccc2N1,3%,-2%,0.9%,5%,-6%,1,-31,i,1.1,3%
CCOC(=O)c1c(NC(=O)C2=C(C)NC(=S)NC2c2ccc(CC)cc2)sc(C)c1C (stereo not given),9%,3%,-3.8%,2%,-9%,1,-15,i,1,4%
N#C/C(=C\c1ccc(Cl)cc1)c1n[nH]c(Cn2cncn2)n1,10%,-4%,-2.4%,4%,22%,11,20,i,1,10%
CCOC(=O)c1ccc(CC2S/C(=C(\C#N)C(C)=O)NC2=O)cc1 (stereo not given),10%,2%,-2.5%,-2%,7%,-3,2,i,1.1,0%
Cc1ccc(C)c(S(=O)(=O)N2C(=S)NC(=O)C2CC(C)C)c1 (stereo not given),-4%,2%,-20%,7%,5%,1,-1,i,1,15%
N#Cc1ccsc1NC(=O)COC(=O)CCCSc1nc2ccccc2s1,21%,-4%,-3.4%,8%,10%,22,12,i,1.1,7%
COC(=O)CC1C(=O)NCCN1C(=S)Nc1cc(C)cc(C)c1 (stereo not given),1%,-2%,-9.4%,8%,1%,5,-7,i,1.1,17%
Cc1cc(C)c2[nH]c(=S)cc(C)c2c1,5%,-7%,-8.6%,-78%,-9%,3,2,i,1.1,-46%
O=C(N/N=C/c1cc(Br)cs1)c1c[nH]c2ccccc12,13%,-1%,/,/,-6%,/,/,i,/,/
COc1ccc(NC(=O)Cn2nnc(-c3ccccc3NC(=O)c3ccco3)n2)cc1,10%,-3%,-3.5%,4%,-2%,-6,-10,i,1,8%
COc1ccc(C(=O)Nc2nnc(-c3cccs3)s2)cc1,0%,4%,-3.2%,0%,-1%,10,12,i,1,3%
O=C(NCC1CCCN(Cc2cccc(OCCO)c2)C1)c1ccc(F)cc1 (stereo not given),4%,-9%,-5.3%,1%,0%,-6,-3,i,1.1,5%
COc1ccc(-n2c(=O)n(Cc3ccccc3)c(=O)c3[nH]cnc32)cc1,10%,2%,/,/,0%,/,/,i,/,/
Cc1cc(=O)[nH]c2ccccc12,2%,1%,-2.4%,-3%,10%,44,4,i,1.1,-1%
COc1ccc(NC(=S)NCCN2CCC(C)CC2)cc1Cl,-2%,0%,0.8%,8%,-1%,-2,4,i,1.1,17%
CC1CCCCC1NC(=O)COC(=O)/C=C/c1ccc2c(c1)OCO2 (stereo not given),8%,-8%,-6.1%,-11%,4%,6,-14,i,1,-9%
O=C(NCCc1ccccc1)c1ccc2nc(-c3ccco3)c(-c3ccco3)nc2c1,18%,23%,3.4%,-15%,49%,26,9,i,0.9,-13%
CC(C)(C)c1nnc(N/N=C/c2ccc(Br)cc2)n(N)c1=O,4%,-2%,-1.0%,4%,-7%,10,12,i,1.1,12%
CN(C(=O)CS(=O)(=O)Cc1ccccc1Cl)c1ccccc1,3%,-5%,3.5%,8%,-7%,-4,-2,i,1,7%
O=C(C1=C[C@H](c2ccc3c(c2)OCO3)C[C@H](OCCCCO)O1)N1CCOCC1,7%,-8%,-8.8%,-3%,11%,-28,-22,i,1.1,-2%
CCOC(=O)CCCN1CC(O)=C(c2nc(-c3ccc(Cl)cc3)cs2)C1=N,5%,-6%,-0.7%,1%,9%,-1,3,i,1.1,0%
Cc1nn(-c2ccccn2)c2c1C(c1ccccn1)C1=C(CCCC1=O)N2 (stereo not given),10%,-7%,-4.9%,0%,-54%,1,7,i,1.1,2%
COC(=O)c1ccc(N2C(=O)CC(SCC(=O)Nc3ccc(OC)cc3)C2=O)cc1 (stereo not given),-4%,-1%,/,/,-6%,/,/,i,/,/
CC1CCCCC1NC(=O)COC(=O)c1ccccc1NC(=O)c1ccco1 (stereo not given),1%,-2%,-7.6%,4%,5%,-32,-32,i,1.5,13%
Cc1ccc(O)c(NC(=O)c2cc([N+](=O)[O-])ccc2Cl)c1,-3%,-8%,-1.5%,-4%,0%,-13,-5,i,1.1,0%
CC(=O)c1cccc(NC(=O)c2ccc(NS(C)(=O)=O)cc2)c1,2%,-2%,-3.5%,0%,-7%,-14,10,i,1.1,2%
CCOC(=O)Nc1c(C(=O)OC)[nH]c2cccc(OC)c12,4%,-5%,-1.3%,19%,-17%,-9,3,i,1.1,18%
O=C(COC(=O)c1ccc(O)cc1)NCc1ccc2c(c1)OCO2,2%,-1%,-4.8%,-6%,-2%,12,10,i,1.2,-3%
COc1ccc(C(C)C)cc1S(=O)(=O)N1CCN(C)CC1,1%,-1%,-4.7%,-7%,-16%,-2,2,i,1.2,-8%
# Further results follow.
SMILES,P. falciparum M1AAP,LYP phosphatase,XIAP displacement,human PMI inhibitors,M17LAP inhibition,WT yeast gro inh,WT yeast gro inh mutant strain,Yfh1-off respiration,TNAP activators,human PMI inhibition
O=[N+]([O-])c1cc(S(=O)(=O)N2CCCC2)ccc1NN=C1CCCC1,6%,3%,1.3%,-6%,1%,6,17,i,1,0%
COc1cc(SC#N)ccc1N=Cc1c(C)[nH]n(-c2cccc3ccccc23)c1=O,9%,11%,-4.5%,4%,-6%,7,-12,i,1,2%
CC1=C(C(=O)OCc2ccccc2)C(c2ccc(C(F)(F)F)cc2)NC(=O)N1CCCCCC(=O)O (stereo not given),6%,14%,-4.7%,2%,33%,-13,1,i,1,-5%
Cc1ccc(CNC(=O)C2CCCCC2C(=O)O)cc1 (stereo not given),0%,-9%,-4.9%,5%,32%,1,0,i,1.1,1%
COC(=O)c1cc2c(cc1Cl)SC(=NCCCN1CCOCC1)NS2(=O)=O,0%,-2%,-12%,-41%,-2%,28,-5,/,1.1,-11%
COc1ccc(CNc2nc(NCc3ccc(OC)cc3)c3[nH]cnc3n2)cc1,9%,-6%,/,/,6%,/,/,i,/,/
COc1ccc(-n2c(C)cc(C(=O)COC(=O)Cn3cnc4ccccc43)c2C)cc1,7%,6%,1.7%,-6%,11%,29,8,i,1,6%
Clc1ccc(-c2csc(N3CCN(c4ccccc4)CC3)n2)cc1,3%,-7%,-1.4%,-6%,-5%,18,27,i,1.1,5%
N#Cc1c(-c2ccccc2)nc(SCC(=O)N2c3ccccc3Sc3ccccc32)[nH]c1=O,11µM*,1%,/,/,10µM*,/,/,i,/,/
COc1ccc(CCn2cc(C#N)c(=O)[nH]c2=O)cc1OC,-2%,-2%,-7.9%,-2%,-1%,-6,3,i,1,-3%
CC(=O)NCCC(=O)N1CCCC(CNC(=O)c2ccc(-c3ccccc3)cc2)C1 (stereo not given),-1%,-8%,-8.0%,/,-7%,2,10,i,1.1,/
CCCSc1nc2ccccc2n1CC(=O)O,5%,2%,-5.6%,-10%,-2%,-4,-6,i,1.1,-4%
COc1ccc(Cc2nnc(NC(=O)Cn3cnc4c3c(=O)n(C)c(=O)n4C)s2)cc1,-3%,-1%,-5.3%,-11%,3%,1,10,i,1,-11%
Cc1nnc2ccc(-c3cccc(NC(=O)c4ccco4)c3)nn12,10%,-1%,-2.6%,-2%,20%,11,-11,i,1.1,1%
CC(C)C(C(=O)NC(C)(C)C)N1C(=O)c2ccccc2C1=O (stereo not given),-5%,-4%,-0.9%,0%,-1%,8,7,i,1.1,-3%
CC1C/C(=N/NC(=O)c2cccc(F)c2)c2ccc(O)cc2C1 (stereo not given),8%,0%,2.3%,13%,8%,-14,-8,i,1.1,12%
